# A-T KAP1 phos: qHTS Assay for Identifying a Potential Treatment of Ataxia-Telangiectasia | Potency, µM (top dose mostly 57.5 µM), inactives show at the top dose activation, actives largely listed as activators | actives 0.19% (n = 320,000) | […] A-T fibroblasts, KAP-1 phosphorylation AlphaLISA; neocarzinostatin DNA damage 30 min before lysis; further: potency means the concentration at half of the fitted maximal effect; % of control where 0% means no effect; nearly all actives have a fitted effect of over 45% in size
#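 ATM-like activity read as KAP-1 phosphorylation via AlphaLISA donor/acceptor antibody pairs after lysis and 6 hr at 25C. Cells were ATM-null patient fibroblasts ([…], hTERT), dosed 60 min, then exposed to the DSB inducer NCS for 30 min.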
# TCR act: Activators of T cell receptors: qHTS campaign | Potency, µM (series often up to 9.22 µM), without a hit: at the highest dose activation of IL-2 secretion, hits mostly activators | primary human leukocytes, anti-CD3, IL-2 HTRF, 48 h | 330,000 tested, under 10 active; further: % of control where 0% means no effect
#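 Primary human leukocytes incubated 48 hr with anti-CD3 beads plus compound, without co-stimulation. Secreted IL-2 measured by HTRF (europium cryptate/d2 anti-IL-2 pair, 320 nm excitation, 665 nm emission).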
# Chronic BCR inh: qHTS Assay to Find Inhibitors of Chronic Active B-Cell Receptor Signaling; ABC-DLBCL IkBa-CBG/CBR reporter, luminescence ratio, 4 h; Potency, µM (highest dose often 46.1 µM), for the others: top-dose ratio change, negative = lower green/red ratio, hits mostly inhibitors; actives 0.05% (n = 340,000); active means well fitted inhibition curve with a large enough effect in the signal ratio, with a control signal flat, not every such curve was filed as active; inconclusive means small, poorly fitted or top-dose-only effect, or effect the other way, or a change in a side signal; the % refers to the signal ratio;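 further: potency means the concentration at half of the fitted maximal effect; plate controls were basal doxycycline-induced cells for no effect and cells given 10 µM MG132 for full effect; MG132 reads +100%, hits lower the ratio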
#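 TMD8 human ABC-DLBCL cells with doxycycline-inducible IκBα–green luciferase fusion and unfused red luciferase, in 0.5% FBS medium; compounds up to 46 uM, 4 h at 37C. Green/red luminescence ratio, filter-overlap corrected, fitted to concentration-response curves.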
# Eya2 phos inh: qHTS Assay for Inhibitors of the Phosphatase Activity of Eya2; actives 0.006% (n = 330,000); recombinant Eya2, OMFP fluorescence dephosphorylation (OMFP is methylfluorescein phosphate); AID 488837, 2010; Protein phosphatase EYA2 (Homo sapiens), O00167; Potency, µM (top dose mostly 76.9 µM), for the others: at the top dose activity, negative = inhibition, usual class: inhibitors; further: potency means the concentration at half of the fitted maximal effect; on the % scale 0 is the no-effect control and ±100 the full control effect
# Target sequence (O00167 whole entry, looked up): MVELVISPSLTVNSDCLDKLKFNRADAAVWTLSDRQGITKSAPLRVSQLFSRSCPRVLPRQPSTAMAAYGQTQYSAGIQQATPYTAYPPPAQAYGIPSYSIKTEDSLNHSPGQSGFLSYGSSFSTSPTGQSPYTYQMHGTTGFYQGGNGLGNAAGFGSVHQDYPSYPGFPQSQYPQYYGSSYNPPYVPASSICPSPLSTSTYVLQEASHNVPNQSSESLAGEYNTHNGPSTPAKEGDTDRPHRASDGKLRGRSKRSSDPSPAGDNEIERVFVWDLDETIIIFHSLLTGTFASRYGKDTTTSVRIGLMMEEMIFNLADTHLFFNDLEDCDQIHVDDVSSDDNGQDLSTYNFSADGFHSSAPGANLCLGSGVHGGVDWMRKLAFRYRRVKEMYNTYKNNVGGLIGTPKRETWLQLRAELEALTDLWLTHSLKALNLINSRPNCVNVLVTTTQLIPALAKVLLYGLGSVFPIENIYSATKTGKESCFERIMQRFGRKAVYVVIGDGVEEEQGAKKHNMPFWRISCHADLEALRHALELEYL
#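 Eya2 protein (added as 0.2 uM solution) was preincubated with compound for 10 min at ambient temperature in 50 mM HEPES pH 7.5, 50 mM NaCl, 5 uM MgCl2, 0.05% BSA, 1 mM DTT. OMFP (added at 50 uM) then reacted 10 min; fluorescence read at 485/525 nm.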
# ASM inhibitor: Inhibitors of Secretory Acid Sphingomyelinase (S-ASM): qHTS | Sphingomyelin phosphodiesterase (Homo sapiens), P17405 | placental ASM, HMU-PC fluorogenic substrate, 60 min | Potency, µM (titrated, usually from 57.5 µM), for the others: top-dose activity change, negative = inhibition, most hits filed as inhibitors | actives 0.006% (n = 340,000); further: potency means the concentration at half of the fitted maximal effect
#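 Steps: dispense placental human ASM, pin compound, wait 10 min at room temperature, add HMU-PC0 substrate at 9 uM final, incubate 60 min at 37 °C, add stop solution raising pH to 10, read fluorescence.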
# TSHR antag: Antagonists of the Thyroid Stimulating Hormone Receptor: HTS campaign | actives 0.2% (n = 330,000) | TSHR-expressing cells, TSH-stimulated cAMP HTRF, 2 h; stronger effect = lower value | activity change, negative = inhibition, % at 11.5 µM | Thyrotropin receptor (Homo sapiens), P16473;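 active means activity change below a set negative limit, meaning inhibition stronger than a set level, cut at about -70% in these data; inconclusive means activity change between two set negative limits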; further: on the % scale 0 is the no-effect control and ±100 the full control effect
#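 Antagonism was scored as loss of TSH-driven cAMP in TSHR cells, stimulated with 4nM TSH (EC80) for 2 hours at 37 deg C and detected by homogeneous HTRF competition immunoassay.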
# Mito fusion yeast: qHTS Assay for Small Molecule Inhibitors of Mitochondrial Division or Activators of Mitochondrial Fusion; S. cerevisiae fusion-defective mutant growth rescue, CellTiterGlo 48 h; Potency, µM (highest dose often 46.1 µM), inactives show at the top dose growth rescue (activation), hits mostly activators; actives 0.23% (n = 320,000); AID 485298, 2010;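 further: potency means the concentration at half of the fitted maximal effect; % of control where 0% means no effect; nearly all actives have a fitted effect of over 45% in size; temperature-sensitive fusion mutants such as fzo1-1 at 37 °C on non-fermentable ethanol glycerol medium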
#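 Compounds are tested for their ability to restore growth of mitochondrial fusion-defective yeast strains at non-permissive 37C in YPEG medium over 48 hours. Viability is quantified by luciferase luminescence.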
# ELG1 repair inh: qHTS screen for small molecules that inhibit ELG1-dependent DNA repair in human embryonic kidney (HEK293T) cells expressing luciferase-tagged ELG1 | HEK293T ELG1-luciferase reporter, luminescence, 16 h; DNA damage induced by 5-fluorouridine | Potency, µM (highest dose often 46.1 µM), without a hit: top-dose activity change, negative = inhibition, actives largely listed as inhibitors | actives 2.3% (n = 330,000) | AID 504467, 2011; further: potency means the concentration at half of the fitted maximal effect; on the % scale 0 is the no-effect control and ±100 the full control effect; nearly all actives have a fitted effect of over 55% in size
#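 Overnight (16 hr) co-exposure of 2,000 cells/well to 5-fluorouridine and compound at 37 °C preceded detection. Luciferase was quantified via ONE-Glo luminescence; loss of signal denotes inhibition.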
# TSG101-PTAP inh: qHTS Assay for Iinhibitors of HIV-1 Budding by Blocking the Interaction of PTAP/TSG101; Tumor susceptibility gene 101 protein (Homo sapiens), Q99816; Fluorescence polarization, FITC-PTAP peptide / Tsg101 binding; Potency, µM (doses to about 115 µM), without a hit: top-dose activity change, negative = inhibition, actives largely listed as inhibitors; 340,000 tested, under 10 active; active means well fitted inhibition curve with a large enough effect in the main read-out, with a control signal flat, not every such curve was filed as active; inconclusive means small, poorly fitted or top-dose-only effect, or effect the other way, or a change in a side signal; inactive means no such curve, though single readings can be large or run the other way; further: potency means the concentration at half of the fitted maximal effect; % of control where 0% means no effect
# Target sequence (Q99816 whole entry, looked up): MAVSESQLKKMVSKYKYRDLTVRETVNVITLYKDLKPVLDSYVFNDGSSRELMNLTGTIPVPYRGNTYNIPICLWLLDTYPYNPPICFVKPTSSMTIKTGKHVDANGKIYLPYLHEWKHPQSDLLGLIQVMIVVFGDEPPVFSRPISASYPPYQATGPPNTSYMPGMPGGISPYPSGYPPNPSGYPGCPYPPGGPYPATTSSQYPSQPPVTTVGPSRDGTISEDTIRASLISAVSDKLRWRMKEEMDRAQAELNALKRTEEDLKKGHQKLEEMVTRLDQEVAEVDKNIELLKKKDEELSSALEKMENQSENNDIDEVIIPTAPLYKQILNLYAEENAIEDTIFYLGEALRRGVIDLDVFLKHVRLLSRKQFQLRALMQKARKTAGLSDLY
#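 Fluorescence polarization binding of Tsg101 binding domain (10 uM final) to FITC-labeled PTAP peptide (50 nM final) in HEPES pH 7.5 buffer with NaCl, Tween 20, EDTA, TCEP. Compounds added before peptide; binding 20 min at RT.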
# a7 integrin act: qHTS for Activators of Integrin-Mediated Alleviation for Muscular Dystrophy; alpha7betagal myoblasts, beta-gal FDG fluorescence, 48 h; Potency, µM (series often up to 38.3 µM), for the others: at the highest dose activation, usual class: activators; actives 0.064% (n = 350,000); AID 624291, 2012;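 further: potency means the concentration at half of the fitted maximal effect; 100% = response of the positive control SU9516; nearly all actives have a fitted effect of over 60% in size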
#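 Alpha7betagal+/- myoblasts (passage 13) were plated 16-24 hr, then exposed to compounds (1:260 dilution of DMSO stock) for 48 hours at 37C. After MPER lysis, β-galactosidase reporter activity was read as FDG fluorescence (ex 480/em 540) after 30 minutes.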
# Tb PFK inh: qHTS Assay to Find Inhibitors of T. brucei phosphofructokinase; ATP-dependent 6-phosphofructokinase (Trypanosoma brucei brucei), O15648; T. brucei PFK, ADP-Glo luminescence; AID 485367, 2010; actives 0.17% (n = 330,000); Potency, µM (series often up to 57.5 µM), for the others: at the highest dose activity, negative = inhibition, usual class: inhibitors;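 further: potency means the concentration at half of the fitted maximal effect; 0% = uninhibited 1x PFK enzyme wells and -100% = no-enzyme wells; nearly all actives have a fitted effect of over 60% in size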
#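 Luminescent ADP detection (ADP-Glo, two-step: ATP depletion then ADP-to-ATP conversion for luciferase) reported PFK activity after 45 min room-temperature reaction of 1.25 nM enzyme with 0.5 mM F6P and 0.1 mM ATP at pH 8.0.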
# Numbers without * were called inactive; ? = inconclusive; · = no result given; [ ] = remark or other dose. Unless noted, the call rests on the fitted dose curve; in most records, active means well fitted curve in the direction sought with a large enough effect; inconclusive means small, poorly fitted or top-dose-only effect, or another doubt; inactive means no such curve, though single readings can be large; an effect the other way counts as inactive or inconclusive. No enrichment for hits; about 3.2% have a hit in one of these screens.
SMILES	Chronic BCR inh	a7 integrin act	TSG101-PTAP inh	Eya2 phos inh	A-T KAP1 phos	ASM inhibitor	TCR act	TSHR antag	Tb PFK inh	Mito fusion yeast	ELG1 repair inh
Cc1cccc(C(=O)N2c3ccccc3C(=O)OC2c2ccc3c(c2)OCO3)c1 (stereo not given)	·	-18%	0%	9%	-3%	-1%	-1%	-16	4%	-3%	?
COc1ccc(CNC(=O)Cn2c(=O)oc3ccccc32)cc1OC	-1%	6%	0%	-5%	7%	3%	1%	22	-6%	2%	6%
CCCCC(CCC(=O)Nc1ccn(-c2ccccc2)n1)C(=O)O (stereo not given)	?	11%	-5%	40µM*	4%	3%	9%	8	-3%	-2%	-6%
COc1ccc(C2NC(c3ccc(OC)cc3)C(C)C(=O)C2C)cc1 (stereo not given)	?	3%	-3%	6%	-13%	-1%	-1%	-11	-3%	18%	-7%
COc1cc(Br)c(-c2sc(Nc3ccccc3)n[n+]2-c2ccc(F)cc2)cc1OC	?	5%	-5%	3%	-7%	-4%	3%	-9	0%	-4%	0%
CCOc1ccc(NC(=S)NC(=O)C2CCCC2)cc1	?	-15%	-2%	-21%	7%	-11%	6%	-19	0%	2%	?
COc1cccc(/C=N/c2nc3ccccc3[nH]2)c1O	-7%	0%	-9%	-4%	11%	2%	·	3	-2%	-5%	10%
C/C(CC(=O)Nc1ccccn1)=N\NC(=O)c1cnccn1	?	1%	-5%	17%	22%	4%	2%	1	-2%	-3%	?
CCOC(=O)COc1ccc(S(=O)(=O)N2CCN(c3ccc(F)cc3)CC2)cc1	-19%	6%	-8%	-4%	0%	-2%	2%	-11	-2%	1%	-6%
CC1CCN(CCCNC(=O)c2ccc(CS(=O)(=O)Cc3ccc(Cl)cc3)o2)CC1	-2%	-65%[inhibitor]	-5%	8%	5%	-5%	1%	5	-11%	-4%	?
COc1cc([N+](=O)[O-])ccc1Nc1nc(C)cc(C)n1	-2%	-11%	-4%	8%	7%	-1%	1%	-9	2%	0%	-1%
Cc1nc(-c2ccccc2)sc1C(=O)/C=C/N(C)C	?	40%	-2%	8%	7%	-6%	3%	10	1%	4%	?
Cc1cc(C)c(S(=O)(=O)c2ccccc2)c(OC(=O)c2ccc(Cl)cc2Cl)n1	?	-29%	-2%	-14%	·	2%	-4%	4	0%	5%	-1%
O=C(NCC(c1ccc(F)cc1)N1CCOCC1)c1ccc(OCc2ccccc2)cc1 (stereo not given)	?	0%	-2%	-6%	15%	-3%	?	-22	1%	·	-1%
CN(C)C(=S)SCC(=O)Nc1cccc(C(F)(F)F)c1	?	11%	1%	0%	10%	-3%	-3%[46.1 µM]	14	-2%	-5%	?
CCc1nc2ccccc2c(C(=O)OCC(=O)NCCCN2CCCC2=O)c1C	0%	-18%	-2%	6%	3%	9%	-17%	-8	-3%	1%	10%
Cc1ccc(CSc2nc3c(c(=O)[nH]2)C(c2ccncc2)C2=C(CCCC2=O)N3)cc1 (stereo not given)	8%	10%	-5%	4%	15%	26%	1%	-12	-10%	-5%	-1%
CCc1ccccc1Nc1nn2c(=O)c3ccc(C(=O)NCc4ccccn4)cc3nc2s1	-18%	-31%	-4%	?	2%	11%	-3%	-2	2%	-2%	?
CCCOc1ccc(N2C(=O)CC(N(C(=O)c3ccco3)c3ccc(OCCC)cc3)C2=O)cc1 (stereo not given)	6%	7%	-1%	8%	·	-1%	0%	-6	0%	-2%	9%
CCC1(c2ccc(F)cc2)NC(=O)N(CC(=O)NC2CCCCCC2)C1=O (stereo not given)	1%	-36%[inhibitor]	-6%	0%	-3%	1%	-2%	7	4%	·	15%
COc1ccc(CC(=O)Nc2sccc2C#N)cc1S(=O)(=O)N1CCOCC1	4%	-21%	2%	-5%	5%	1%	-1%	1	1%	2%	-1%
COc1cc2c(cc1OC)CN(c1nc(CN3CCCCC3)nc3sc4c(c13)CCCC4)CC2	1%	-25%	1%	5%	-5%	2%	-35%[inhibitor][46.1 µM]	0	-2%	11%	23µM*
Cc1cc(C)c2c(=O)cc(C(F)F)oc2c1	13%	-16%	-6%	10%	1%	-2%	-2%	2	4%	-3%	1%
Cc1ccc(S(=O)(=O)c2nc(-c3ccc(F)cc3)oc2SCC(=O)NCC2CCCO2)cc1 (stereo not given)	-1%	-22%	0%	0%	0%	-1%	-4%	18	3%	1%	1%
Cc1cc(C(=O)O)c(CSCc2cc(C(=O)O)oc2C)o1	-1%	-12%	-6%	-7%	·	-2%	0%	7	2%	0%	20%

# Part of the list above in order of count of non-hydrogen atoms, low to high.
SMILES	Chronic BCR inh	a7 integrin act	TSG101-PTAP inh	Eya2 phos inh	A-T KAP1 phos	ASM inhibitor	TCR act	TSHR antag	Tb PFK inh	Mito fusion yeast	ELG1 repair inh
CCOc1ccc(NC(=S)NC(=O)C2CCCC2)cc1	?	-15%	-2%	-21%	7%	-11%	6%	-19	0%	2%	?
C/C(CC(=O)Nc1ccccn1)=N\NC(=O)c1cnccn1	?	1%	-5%	17%	22%	4%	2%	1	-2%	-3%	?
Cc1cc(C)c(S(=O)(=O)c2ccccc2)c(OC(=O)c2ccc(Cl)cc2Cl)n1	?	-29%	-2%	-14%	·	2%	-4%	4	0%	5%	-1%
COc1cc(Br)c(-c2sc(Nc3ccccc3)n[n+]2-c2ccc(F)cc2)cc1OC	?	5%	-5%	3%	-7%	-4%	3%	-9	0%	-4%	0%

# Additional records:
SMILES	Chronic BCR inh	a7 integrin act	TSG101-PTAP inh	Eya2 phos inh	A-T KAP1 phos	ASM inhibitor	TCR act	TSHR antag	Tb PFK inh	Mito fusion yeast	ELG1 repair inh
c1csc(CNc2nc(-c3cccs3)nc3ccccc23)c1	?	6%	0%	2%	8%	10%	-8%	-9	2%	2%	1%
CCN1CCCC1CNC(=O)c1ccc(Sc2ccc(F)cc2)c([N+](=O)[O-])c1 (stereo not given)	-10%	-52%[inhibitor]	0%	4%	7%	-3%	1%	18	-9%	-5%	12%
O=C(Cc1ccccc1)NNC1CC(=O)N(c2ccc(Oc3ccccc3)cc2)C1=O (stereo not given)	0%	29%	-9%	13%	-11%	-1%	5%	-11	2%	0%	-5%
Cc1ccc(NC(=S)N2CCCC(c3ccccc3)=N2)cc1	?	-17%	2%	8%	-6%	-11%	-2%	-6	0%	7%	2%
CCCCn1c(N)c(N(CCOC)C(=O)C2CCN(S(=O)(=O)c3ccc(F)cc3)CC2)c(=O)[nH]c1=O	-10%	19%	0%	0%	-6%	21%	0%	1	-4%	-10%	14%
COc1cc(C2NC(=S)NC(C)=C2C(=O)OC(C)C)ccc1OC(C)C (stereo not given)	12%	-33%	-1%	-6%	·	-1%	0%[46.1 µM]	-8	5%	-2%	-2%
CCOC(=O)CSc1nnc(CNC(=O)c2ccc(OC)cc2)n1Cc1ccccc1	1%	-4%	-5%	-1%	1%	3%	·	1	-2%	-1%	2%
